Screening data deposited in PubChem by Sanford-Burnham Center for Chemical Genomics.
Hsp70 inhibitors – Hsp70 inhibitors, probe displacement, primary screen, biochemical, fluorescence polarization (AID 583). Hsp70 fluorescence polarization probe displacement, mP; higher % means a stronger effect. displacement, % at 20 µM, or IC50 in µM where a hit was titrated. hit rate 0.06% among 140,000; in the data active = displacement above about 50%;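 also: plate controls were vehicle for no effect and reference ligand for full effect; a part of the inactive calls stands beside numbers as strong as those of hits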
MKP-3 inhibition – inhibition of rat DUSP6 enzyme activity – biochemical, in vitro, primary screen (AID 425) | hit rate 0.17% among 110,000 | inhibition, % at 20 µM; hits with a dose series show IC50 in µM | recombinant MKP-3 phosphatase activity, fluorescence; higher % means a stronger effect; in the data active = inhibition above about 50%;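 also: plate controls were vehicle for no effect and reference inhibitor for full effect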
Numbers without * were called inactive; & = joins results of further samples. A portion of the library, so the mix of outcomes need not match the whole.

Screening COc1cccc(NC(=O)c2ccncc2)c1 returned Hsp70 inhibitors -1.1% and MKP-3 inhibition -8%.
For O=C(Cc1ccc(Cl)cc1)N1CCN(c2ccccn2)CC1 the results were Hsp70 inhibitors -6.3% and MKP-3 inhibition 2%.
Screening Cc1cc(C(=O)OCC(=O)N2CC(C)CC(C)C2)c(C)o1 (stereo not given) returned Hsp70 inhibitors 5.4% and MKP-3 inhibition -17%.
For O=C(NCCc1ccccc1)c1ccc(Br)o1 the results were Hsp70 inhibitors -3.1% and MKP-3 inhibition -10%.
`Cc1ccccc1-n1c(C)cc(/C=N/NC(=O)c2cccnc2)c1C` gave Hsp70 inhibitors -5.3% and MKP-3 inhibition 4%.
N/C(Cc1ccc(Cl)cc1)=N\OC(=O)c1ccc2ccccc2c1 was read as Hsp70 inhibitors 1.6%.
`Cc1c(C(=O)C(C)C)n(C)c2ccccc12` gave Hsp70 inhibitors -2.5%.
Screening COCCOC(=O)C1=C(N)OC2=C(C(=O)CCC2)C1c1cccnc1 (stereo not given) returned Hsp70 inhibitors 13% and MKP-3 inhibition -4%.
CC1CC2(C)Oc3ccccc3C3OCC1(COC(=O)Nc1ccccc1)C(C)C32 (stereo not given) was read as Hsp70 inhibitors 1.9% and MKP-3 inhibition 2%.
Screening C=CCOc1ccc(/C=C2/N=C(C)C(C(=O)OCC)=C2O)cc1OC returned Hsp70 inhibitors -2.2% and MKP-3 inhibition 2%.
For O=C(CSc1nnc(-c2ccco2)n1-c1ccccc1)Nc1cccc([N+](=O)[O-])c1 the results were Hsp70 inhibitors 4.2% and MKP-3 inhibition 3%.
`COCCNC(=O)C(c1ccco1)N(C(=O)Cn1nnc2ccccc21)c1ccccc1C` (stereo not given) gave Hsp70 inhibitors 3.7% and MKP-3 inhibition -6%.
Screening O=C(Nc1ccc(Cc2ccc(NC(=O)C(F)(F)F)c(Cl)c2)cc1Cl)C(F)(F)F returned Hsp70 inhibitors 4.3% and MKP-3 inhibition 1%.
For COC(=O)Nc1nc2ccc(C(=O)c3ccccc3)cc2[nH]1 the results were Hsp70 inhibitors -3.8% and MKP-3 inhibition -3%.
`FC(F)(F)c1ccc2nnc(-c3cccc(Cl)c3Cl)n2c1` gave Hsp70 inhibitors -2.1% and MKP-3 inhibition 5%.
COc1ccc(CCN(Cc2cc3cc(C)ccc3[nH]c2=O)C(=O)N2CCCC2)cc1OC was read as Hsp70 inhibitors -0.7% and MKP-3 inhibition 0%.
Screening Cc1ccc(S(=O)(=O)NCCSc2nnc(N)s2)cc1 returned Hsp70 inhibitors 5.3% and MKP-3 inhibition -1%.
Screening COc1ccc(OCC(=O)NCc2cccnc2)cc1 returned Hsp70 inhibitors 0.6% and MKP-3 inhibition -7%.
Cc1cc(NC(=O)c2ccccc2I)ccc1-c1cc2ccccc2oc1=O was read as Hsp70 inhibitors -4.8% and MKP-3 inhibition 2%.
C#CCSc1nnc(-c2ccccc2)c(=O)[nH]1 was read as Hsp70 inhibitors 0.1% and MKP-3 inhibition -5%.
`COc1ccc(CCn2c(N3CCN(C)CC3)nc3c2c(=O)[nH]c(=O)n3C)cc1` gave Hsp70 inhibitors -5.7% and MKP-3 inhibition -3%.
CN(C)c1oc(-c2ccco2)nc1C#N was read as Hsp70 inhibitors 5.2% and MKP-3 inhibition -6%.
Cc1cc(C(=O)Nc2ccc(S(=O)(=O)Nc3onc(C)c3C)cc2)c(C)o1 was read as MKP-3 inhibition -5%.
Screening O=C(CSCCO)Nc1ccccc1 returned Hsp70 inhibitors 0.2%.
`O=C1/C(=C\c2cccc(O)c2)SC(=S)N1c1ccc(F)cc1` gave Hsp70 inhibitors 0.8% and MKP-3 inhibition 2%.
COc1cc(C(=O)Oc2ccc3c(c2)OCC3=O)cc(OC)c1OC was read as Hsp70 inhibitors 1.9%.
For Cn1c2c(c(=O)n(C)c1=O)C(c1ccc(F)cc1)C1=C(N2)c2ccccc2C1=O (stereo not given) the results were Hsp70 inhibitors -1.1% and MKP-3 inhibition 2%.
`O=S(=O)(NCCSc1ccccc1)c1ccc(F)cc1` gave Hsp70 inhibitors 6.7% and MKP-3 inhibition -17%.
For CC(C)CCNC(=O)CCS(=O)(=O)c1cccc2nonc12 the results were Hsp70 inhibitors -4.5% and MKP-3 inhibition 7%.
`O=C(COc1ccc(Cl)cc1)NCc1nnc(SCC(=O)NC2CCCC2)o1` gave MKP-3 inhibition 5%.
For COc1ccccc1CNC(=O)c1c(-c2ccccc2Cl)noc1C the results were Hsp70 inhibitors 5.1% and MKP-3 inhibition -1%.
O=C(O)c1ccc(-n2nnnc2Oc2cccc3cccnc23)cc1 was read as Hsp70 inhibitors 1.1%.
`O=C(CSc1nnc(-c2ccccc2Cl)o1)N1CCCCC1` gave Hsp70 inhibitors 1.2% and MKP-3 inhibition -10%.
Cc1cc(C)c(C#N)c(SCc2[nH]nc3c2C(c2ccccc2)C(C#N)=C(N)O3)n1 (stereo not given) was read as Hsp70 inhibitors -0.7% and MKP-3 inhibition -2%.
Cc1cc(C(=O)NCc2cc(C(=O)O)oc2C)c(C)o1 was read as Hsp70 inhibitors -1.3% and MKP-3 inhibition -10%.
`COc1cccc(N(C=O)C(=O)C2C3C=CC(C3=C3CCCC3)C2C)c1` (stereo not given) gave Hsp70 inhibitors -4.9% and MKP-3 inhibition 2%.
`COC(=O)C1=C(C)N(c2ccc(F)cc2)C(=O)C1` gave Hsp70 inhibitors 0.6% and MKP-3 inhibition -8%.
`COC(=O)C1=C(C)NC2=C(C(=O)c3ccccc32)C1c1ccc(OCc2ccc([N+](=O)[O-])cc2)cc1` (stereo not given) gave Hsp70 inhibitors 0.2% and MKP-3 inhibition -2%.
CCC(C)Nc1nc(-c2ccc3c(c2)NC(=O)CO3)cs1 (stereo not given) was read as Hsp70 inhibitors 4.1%.
For CCN1C(=O)/C(=C\c2nc3ccccc3c(=O)n2C)c2ccccc21 the results were Hsp70 inhibitors 2.1% and MKP-3 inhibition -1%.
C(=N\n1cnnc1)/c1cccnc1 was read as Hsp70 inhibitors -0.2% and MKP-3 inhibition -5%.
`CC(Sc1nncs1)C(=O)NCc1ccc2c(c1)OCO2` (stereo not given) gave Hsp70 inhibitors 9.9% and MKP-3 inhibition -5%.
Screening O=Cc1cccc(OCc2c(F)cccc2Cl)c1 returned Hsp70 inhibitors -0.5% and MKP-3 inhibition 2%.
Cc1nn(C)cc1CNC(=O)c1cccc(Cl)c1 was read as Hsp70 inhibitors 1.9%.
CCOc1ccccc1N1CCN(C(=O)c2cc(C)oc2C)CC1 was read as Hsp70 inhibitors -1.6% and MKP-3 inhibition -4%.
`CN(CC(=O)Nc1ccccc1N1CCOCC1)S(=O)(=O)c1ccc(Cl)cc1` gave Hsp70 inhibitors -0.5%.
Screening Cc1ccc(OCC(=O)N/N=C\c2ccco2)cc1 returned Hsp70 inhibitors -1.3% and MKP-3 inhibition -1%.
`c1ccc2c(c1)CCCN2Cc1nnnn1CC1CCCO1` (stereo not given) gave Hsp70 inhibitors 26% and MKP-3 inhibition -9%.
Screening Cc1ccc(N2C(=O)CC(Sc3nc(C)cc(C)n3)C2=O)cc1 (stereo not given) returned Hsp70 inhibitors -0.7% and MKP-3 inhibition -2%.
`CCC(c1nnnn1Cc1ccc(F)cc1)N(CCCO)Cc1cc2cc3c(cc2[nH]c1=O)OCO3` (stereo not given) gave Hsp70 inhibitors -6.2% and MKP-3 inhibition -9%.
`CC1CCCCN1C(=O)c1cc2nc(-c3cccs3)cc(C(F)(F)F)n2n1` (stereo not given) gave Hsp70 inhibitors -1.8% and MKP-3 inhibition 1%.
`NC(=O)c1cccc(N=Cc2ccc(OCc3ccccc3)cc2)c1` gave Hsp70 inhibitors 1.5% and MKP-3 inhibition -4%.
CN1CCN(CCCNC(=O)c2nnc(Cc3c(F)cccc3Cl)o2)CC1 was read as Hsp70 inhibitors -0.5%.
For CCS(=O)(=O)N1CCN(C(=O)CC(C)C)CC1 the results were Hsp70 inhibitors -4.3% and MKP-3 inhibition -5%.
`Oc1ccc(-c2nc(-c3ccc(O)c(O)c3)cs2)cc1` gave Hsp70 inhibitors -0.8% and MKP-3 inhibition 6%.
Screening Cc1cccc(OCC(=O)N2CCc3ccccc3C2)c1 returned Hsp70 inhibitors 0.3% and MKP-3 inhibition -3%.
Screening CCOC(=O)/C(C#N)=C/c1ccc(OCc2c(C)no[n+]2[O-])c(OC)c1 returned Hsp70 inhibitors 0.7% and MKP-3 inhibition 1%.
For CCC(=O)N(CC)c1nc(-c2cc(OC)ccc2OC)cs1 the results were Hsp70 inhibitors 2.3%.
Cc1cc(C(=O)NC(C)C)on1 was read as Hsp70 inhibitors -1.6% and MKP-3 inhibition 3%.
For COc1ccc(/C=C2/SC(N3CCN(C(=O)CN4C(=O)S/C(=C\c5ccccc5F)C4=O)CC3)=NC2=O)cc1 the results were Hsp70 inhibitors 1.2% and MKP-3 inhibition -2%.

Fetched by structure from the list above (six):
`NC(=O)c1cccc(N=Cc2ccc(OCc3ccccc3)cc2)c1` gave Hsp70 inhibitors 1.5% and MKP-3 inhibition -4%.
`CC1CCCCN1C(=O)c1cc2nc(-c3cccs3)cc(C(F)(F)F)n2n1` (stereo not given) gave Hsp70 inhibitors -1.8% and MKP-3 inhibition 1%.
For CCC(=O)N(CC)c1nc(-c2cc(OC)ccc2OC)cs1 the results were Hsp70 inhibitors 2.3%.
For CCS(=O)(=O)N1CCN(C(=O)CC(C)C)CC1 the results were Hsp70 inhibitors -4.3% and MKP-3 inhibition -5%.
`Oc1ccc(-c2nc(-c3ccc(O)c(O)c3)cs2)cc1` gave Hsp70 inhibitors -0.8% and MKP-3 inhibition 6%.
CN1CCN(CCCNC(=O)c2nnc(Cc3c(F)cccc3Cl)o2)CC1 was read as Hsp70 inhibitors -0.5%.

By substructure: the compounds so far containing a nitro group on carbon.
For O=C(CSc1nnc(-c2ccco2)n1-c1ccccc1)Nc1cccc([N+](=O)[O-])c1 the results were Hsp70 inhibitors 4.2% and MKP-3 inhibition 3%.
`COC(=O)C1=C(C)NC2=C(C(=O)c3ccccc32)C1c1ccc(OCc2ccc([N+](=O)[O-])cc2)cc1` (stereo not given) gave Hsp70 inhibitors 0.2% and MKP-3 inhibition -2%.

The list continues.
`Cc1cc(C)c2c(n1)nn1c(NCCCN3CCOCC3)cc(C)nc21` gave Hsp70 inhibitors -1.3% and MKP-3 inhibition -6%.
For CCOc1ccc(NC(=O)c2ccc(S(=O)(=O)N3CCOCC3)cc2)c([N+](=O)[O-])c1 the results were Hsp70 inhibitors 2.2% and MKP-3 inhibition 0%.
Screening Cc1ccc(NC2C=CS(=O)(=O)C2)cc1C (stereo not given) returned Hsp70 inhibitors 6.0% and MKP-3 inhibition 0%.
COCCn1c(=O)[nH]c2cc(C(=O)N3CCN(c4ccccc4OC)CC3)ccc2c1=O was read as MKP-3 inhibition 4%.
N/C(=N\c1nc2ccccc2o1)NC(=O)c1cccc(F)c1 was read as Hsp70 inhibitors 0.0% and MKP-3 inhibition 2%.
`CCC(=O)Nc1nc(C23CC4CC(CC(C4)C2)C3)c(C)s1` gave Hsp70 inhibitors -3.2% and MKP-3 inhibition -1%.
Cc1ccc(-c2nn3c(C)nnc3c3ccccc23)cc1S(=O)(=O)NC(C)c1ccccc1 (stereo not given) was read as Hsp70 inhibitors 4.6%.
For Cc1ccc(C23CC4CC(C2)CC(c2csc(N)n2)(C4)C3)cc1 the results were Hsp70 inhibitors -2.0% and MKP-3 inhibition 3%.
Screening Cc1ccc(CNC(=O)CCSCCC(=O)NCc2ccc(C)cc2)cc1 returned Hsp70 inhibitors -0.9%.
CCOC(=O)CCCNC(=O)COC(=O)c1cccc(C)c1O was read as Hsp70 inhibitors 0.3% and MKP-3 inhibition 2%.
NNC(=O)COc1ccccc1-c1ccccc1 was read as Hsp70 inhibitors -2.0% and MKP-3 inhibition 1%.
Screening CC(C)CSc1nc2c(c(=O)[nH]c(=O)n2C)n1CC(O)COc1cccc2ccccc12 (stereo not given) returned Hsp70 inhibitors -3.6% and MKP-3 inhibition -2%.
`CC(C)(C)c1ccccc1OCCN1CCCC1` gave MKP-3 inhibition -4%.
Screening COc1ccc(/C(O)=C2/C(=O)C(=O)N(CCN(C)C)C2c2ccccn2)cc1OC (stereo not given) returned Hsp70 inhibitors -3.6% and MKP-3 inhibition -1%.
For Cc1cccc(NC(=O)Cn2c(=O)n(CCC(=O)NC3CCCC3)c(=O)c3ccccc32)c1 the results were Hsp70 inhibitors -3.5%.
For O=C(NC1(C(F)(F)F)NC(=O)N(Cc2ccco2)C1=O)c1cccnc1 (stereo not given) the results were Hsp70 inhibitors -4.3% and MKP-3 inhibition -9%.
For COc1ccc(/C=N/NC(=O)CCc2c(C)n[nH]c2C)cc1OC the results were Hsp70 inhibitors 1.3%.
For CCOC(=O)c1ccccc1NC(=O)CN(c1cccc(OC)c1)S(=O)(=O)c1ccccc1 the results were Hsp70 inhibitors 0.5% and MKP-3 inhibition 4%.
`O=C(C1CCCN(S(=O)(=O)c2ccccc2)C1)N1CCCCCC1` (stereo not given) gave MKP-3 inhibition -3%.
`CC(=O)N(C1=C(N2CCOCC2)C(=O)c2ccccc2C1=O)c1ccccc1` gave Hsp70 inhibitors -8.8% and MKP-3 inhibition 4%.
CCN(CC)Cc1cc2ccccc2c2c1COC2 was read as Hsp70 inhibitors 2.7%&1.7% and MKP-3 inhibition -16%&4%.
`Cc1ccc(C)c(C(=O)Cn2ncc(Cl)c(Cl)c2=O)c1` gave Hsp70 inhibitors -9.0%.
`CCOC(=O)C1(C)C=C(Nc2ccc(Cl)cc2)C(=O)N1c1ccc(Cl)cc1` (stereo not given) gave Hsp70 inhibitors -5.2% and MKP-3 inhibition 2%.
COC(=O)CSc1nnc(CNc2nc(-c3ccccc3)cs2)n1C was read as Hsp70 inhibitors 0.5%.
`COc1ccccc1C(=O)Nc1cc2nn(-c3ccc(C)cc3)nc2cc1C` gave Hsp70 inhibitors 1.0% and MKP-3 inhibition 3%.
`COc1ccccc1CC(=O)N1CCN(c2ccccn2)CC1` gave Hsp70 inhibitors 6.9%.
